Bioassay records: PubChem, several laboratories
ANO1 activ = TMEM16A chloride channel activators or potentiators, primary screen, cell-based, HTS. 340,000 tested, 0.3% active. B-score at 10 µM. AID 623877, 2012. HEK293 TMEM16A/YFP-H148Q/I152L, iodide quench fluorescence; stronger effect = lower value;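 active means fluorescence-ratio B-score plate-corrected deviation score at least 3 library SD below zero, with starting fluorescence score within 5 deviations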;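 further: channel opened by trigger with iodide after compound preincubation; score built on the fluorescence ratio of max minus min over baseline; more negative score means more quench and so TMEM16A activation or potentiation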
RGS4 inh = RGS4 inhibitors, primary screen, cell-based, HEK293 M3R inducible RGS4, calcium flux | Fluo-4 calcium flux; stronger effect = higher value; triggered by carbachol at its EC20 | B-score at 10 µM | 310,000 tested, 0.45% active | AID 463165, 2010;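 active means B-score, a plate-corrected calcium signal, over three deviations above library mean, with baseline fluorescence within five deviations of library mean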;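 further: RGS4 expression induced by doxycycline in cells with stable M3 receptor; B-score is computed from the integrated fluorescence ratio over baseline after carbachol; higher B-score means a larger calcium signal and so more RGS4 inhibition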
TMEM16A inh = TMEM16A chloride channel inhibitors, primary screen, cell-based, HTS; Anoctamin-1 (Mus musculus), Q8BHY3; HEK293 TMEM16A/YFP iodide influx fluorescence, ionomycin; normalized B-score (activity score, 25-100; higher = stronger inhibition) at 10 µM; 310,000 tested, 1.2% active; AID 588511, 2011;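 active means ratio plate-corrected score three or more library SD toward inhibition, starting fluorescence score within five deviations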;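 further: score derived from kinetic fluorescence span divided by baseline fluorescence per well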
KCNK9 inh = KCNK9 potassium channel inhibitors, primary screen, HEK293 cells, thallium flux; Potassium channel subfamily K member 9 (Homo sapiens), Q9NPC2; FluxOR thallium flux fluorescence; stronger effect = lower value; B-score at 10 µM; AID 488922, 2010; 310,000 tested, 1.2% active;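 active means ratio B-score over 3 SD below the library mean, with starting fluorescence within 5 SD of its mean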;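 further: negative B-score means less thallium flux so channel inhibition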
SKKanGAS inh = S. pyogenes SKKanGAS growth inhibitors in kanamycin, primary screen, streptokinase expression inhibitor project, SKKanGAS strain, BacTiter-Glo luminescence; 300,000 tested, 1.3% active; inhibition, % at 7.5 µM; 6 h;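 active means mean replicate score, as percent of positive control median, at least 50; inconclusive means mean below 50 but one replicate at or above 50; inactive means mean and every replicate below 50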;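 further: strain carries kanamycin resistance gene driven by streptokinase promoter and grows in 40 µg/ml kanamycin; loss of luminescence reflects streptokinase promoter inhibition or plain growth inhibition; 0% = median of DMSO wells and 100% = positive control at its reference dose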
hERG rescue = hERG rescue from dofetilide block, primary screen, cell-based, CHO-hERG, FluxOR thallium flux, dofetilide IC70. activation (rescue from dofetilide block), less the hit threshold, % at 10 µM. dofetilide IC70 present. 310,000 tested, 0.51% active. Voltage-gated inwardly rectifying potassium channel KCNH2 (Homo sapiens), Q12809;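 active means activation above the mean of controls blocked by dofetilide plus 5 SD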;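 further: thallium influx through hERG after potassium depolarization seen as dye fluorescence rise; in these data hits start at about 4.7%; inactives centre near -7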
Target sequence (Q12809 whole entry, looked up): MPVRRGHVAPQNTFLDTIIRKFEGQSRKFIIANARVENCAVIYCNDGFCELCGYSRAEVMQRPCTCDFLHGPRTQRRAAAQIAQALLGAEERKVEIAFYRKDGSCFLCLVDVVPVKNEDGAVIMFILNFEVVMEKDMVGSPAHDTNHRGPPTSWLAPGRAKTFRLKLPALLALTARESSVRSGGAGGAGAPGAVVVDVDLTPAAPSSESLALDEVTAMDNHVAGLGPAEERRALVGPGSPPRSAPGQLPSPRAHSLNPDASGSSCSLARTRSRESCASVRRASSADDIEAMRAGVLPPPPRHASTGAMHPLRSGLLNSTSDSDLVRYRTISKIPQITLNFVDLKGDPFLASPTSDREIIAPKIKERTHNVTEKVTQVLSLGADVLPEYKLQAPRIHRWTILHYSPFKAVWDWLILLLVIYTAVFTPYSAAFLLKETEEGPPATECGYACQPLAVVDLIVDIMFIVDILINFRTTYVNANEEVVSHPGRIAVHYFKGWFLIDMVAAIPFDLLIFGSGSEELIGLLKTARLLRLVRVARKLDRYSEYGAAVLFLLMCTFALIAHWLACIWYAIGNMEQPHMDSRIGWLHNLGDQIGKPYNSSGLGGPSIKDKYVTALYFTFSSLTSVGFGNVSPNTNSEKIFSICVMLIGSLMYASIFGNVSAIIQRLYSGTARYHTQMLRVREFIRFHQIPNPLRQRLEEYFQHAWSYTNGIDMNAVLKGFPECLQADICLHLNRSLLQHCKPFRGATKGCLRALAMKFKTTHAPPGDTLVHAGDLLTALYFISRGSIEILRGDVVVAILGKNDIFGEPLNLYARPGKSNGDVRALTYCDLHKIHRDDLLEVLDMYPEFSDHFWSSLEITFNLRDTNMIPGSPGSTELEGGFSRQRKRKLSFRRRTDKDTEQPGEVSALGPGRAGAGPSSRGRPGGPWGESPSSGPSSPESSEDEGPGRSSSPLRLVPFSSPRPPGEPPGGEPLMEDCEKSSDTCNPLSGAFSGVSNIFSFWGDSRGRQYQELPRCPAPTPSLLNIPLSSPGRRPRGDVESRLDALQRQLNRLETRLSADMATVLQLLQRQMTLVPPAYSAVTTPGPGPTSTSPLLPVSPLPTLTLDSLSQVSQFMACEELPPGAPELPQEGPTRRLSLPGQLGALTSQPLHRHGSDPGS
RGS4 act = RGS4 potentiators or activators, primary screen, cell-based, HEK293 M3R inducible RGS4, calcium flux | AID 463111, 2010 | 310,000 tested, 0.92% active | B-score at 10 µM | carbachol calcium flux Fluo4; stronger effect = lower value;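 active means B-score of the integrated calcium signal more than 4 SD below the library mean, with starting fluorescence not abnormally high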;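 further: negative B-score means reduced calcium response which marks RGS4 activation or potentiation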
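test system = HEK293 cells with stable M3R and inducible RGS4 | schedule = recording 10 s baseline at 1 Hz, 100 s post-agonist | technique = Fluo4-AM (2 µM) calcium-flux fluorescence, kinetic read | measure = Agonist-evoked peak-minus-minimum fluorescence over baseline, integrated ratio, B score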
HDAC3 inhib = HDAC3 deacetylase inhibitors, primary screen, biochemical, fluorescence, cell-free homogeneous; inhibition, % at 8.3 µM; 320,000 tested, 0.15% active; recombinant HDAC3, fluorogenic peptide/trypsin coupled; in the data active means inhibition above about 26%, passing the limit was not always enough; inconclusive means no clear call, values can overlap the other calls
KCNQ1 block = inhibitors of human KCNQ1 channel, primary screen, cell-based, thallium flux, high-throughput; Potassium voltage-gated channel subfamily KQT member 1 (Homo sapiens), P51787; CHO-K1 KCNQ1, FluxOR thallium flux fluorescence; stronger effect = higher value; B-score at 10 µM; 310,000 tested, 1.3% active;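 active means compounds whose thallium flux B-score, printed positive for inhibition, exceeds three library SD while starting fluorescence stays within three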;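 further: channel opened by potassium depolarization with thallium stimulus after 20 min compound exposure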
KCNQ1 pot = potentiators or activators of KCNQ1 channel, primary screen, cell-based, thallium flux, high-throughput; Potassium voltage-gated channel subfamily KQT member 1 (Homo sapiens), P51787; CHO-K1 KCNQ1, thallium flux FluxOR fluorescence; stronger effect = higher value; B-score at 10 µM; 310,000 tested, 0.35% active; AID 2648, 2010;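 active means fluorescence ratio B-score, a plate-corrected score, at least three library SD, with initial intensity B-score within 5 SD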
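Assay system: stable KCNQ1 CHO-K1 line; medium: assay buffer, equal DMSO in all wells; timing: 90 min dye loading and 20 min compound exposure, both at room temperature; technique: kinetic FluxOR thallium fluorescence, 10-s 1-Hz baseline, 110-s post-stimulus read; read-out basis: B score of baseline-normalized fluorescence ratio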
KCNK3 block = human KCNK3 channel inhibitors, primary screen, CHO cells, FluxOR thallium flux, B-score; Potassium channel subfamily K member 3 (Homo sapiens), O14649; FluxOR fluorescence; stronger effect = lower value; B-score at 10 µM; 340,000 tested, 0.84% active; AID 602410, 2012;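 active means B-score under library mean minus 4 SD, starting fluorescence ratio at most library mean plus 5 SD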;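 further: more negative B-score means stronger inhibition of thallium flux through KCNK3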
* hit, by the source's call; i = inactive; ? = inconclusive; nt = no result given.

SMILES	ANO1 activ	RGS4 inh	TMEM16A inh	KCNK9 inh	SKKanGAS inh	hERG rescue	RGS4 act	HDAC3 inhib	KCNQ1 block	KCNQ1 pot	KCNK3 block
COC(=O)c1cccc(-c2ccc(/C=N/N3C(=O)C4C5C=CC(C6CC56)C4C3=O)o2)c1 (stereo not drawn)	i	i	i	i	9	-12	-9.9*	-1	7*	i	i
COc1cc2nc(COc3ccc(C#N)cc3)n(CC#N)c(=O)c2cc1OC	i	i	i	i	1	-2	i	2	i	i	i
CC1(C)CC(=O)C(C2=NC(C)(C)Cc3ccccc32)=C(O)C1	i	i	i	i	-10	-6	i	1	i	i	i
CN(C)c1cccc(C(=O)NC2CCCCCC2)c1	i	i	i	i	2	-6	i	-4	i	i	i
CC(=O)c1ccc(N=C2SCCCN2C(=O)C2CCCC2)cc1	i	i	i	i	1	-13	i	-1	i	i	i
NC(=O)COc1c(-c2ccccc2)oc2ccccc2c1=O	i	i	i	i	-5	-4	i	1	i	i	i
CC(C)OC(=O)c1c2nc3ccccc3nc2n2c1[nH]c(=O)c1ccccc12	nt	i	i	i	55*	43*	i	-5	i	81*	nt
C/C(=N/N=C1/NC(=O)CC(C(=O)O)S1)c1ccccc1 (stereo not drawn)	i	i	i	i	-3	-9	i	1	i	i	i
Cc1cc(NC(=O)CCC(=O)N(c2ccc(F)cc2)C2(C(=O)NC3CCCCC3)CCCC2)no1	i	i	i	i	1	-1	i	2	i	i	i
COc1ccccc1NC(=O)c1cnc(Nc2ccccc2OC)c2ccccc12	i	i	i	i	2	-8	i	0	i	i	i
O=C(C1=C[C@H](C2CCCCC2)C[C@H](OCc2ccc(CO)cc2)O1)N1CCN(Cc2ccc3c(c2)OCO3)CC1	i	i	i	i	22	-1	i	6	i	i	i
O=C(O)CCC(=O)NNC(=O)CCC1CCCCC1	i	i	i	i	-3	-11	i	-1	i	i	i
O=C(NN1C(=O)C2C3C=CC(C4CC34)C2C1=O)c1ccc(Cl)c(Cl)c1 (stereo not drawn)	i	i	i	i	-7	-2	i	-6	i	i	i
CC1CCCN(S(=O)(=O)c2ccc(C(=O)Nc3nnc(-c4ccccc4Cl)o3)cc2)C1 (stereo not drawn)	i	i	100*	i	97*	-3	i	0	i	i	i
COc1ccc(NC(=O)C(C)N2c3cccc4cccc(c34)S2(=O)=O)cc1OC (stereo not drawn)	i	i	i	i	5	-8	i	1	i	i	i
O=C(COc1ccc2ccc(=O)oc2c1)NC1CCCC1	i	i	i	i	13	-10	i	-5	i	i	i
CC1=C(C#N)C(c2ccc(O)cc2)C2=C(CCCC2=O)N1 (stereo not drawn)	i	i	i	i	-10	-7	i	-1	i	i	i
CC(C)N(CC(N)=O)c1ncnc2sc(-c3ccccc3)cc12	i	i	i	i	16	-14	i	8	i	i	i
Cc1ccccc1OCCCC(=O)Nc1ccc(Br)cc1	i	i	i	i	-3	-7	i	-4	i	i	i
O=c1c2ccccc2[nH]c2ccc(O)cc12	i	i	i	i	-10	-2	i	-11	i	i	i
CCOc1cc(N2CCOCC2)c(OCC)cc1NC(=O)c1ccc(S(=O)(=O)N(C)C)cc1	i	i	i	i	-4	-7	i	3	i	i	i
Cc1c(CCC(=O)N[C@@H](C)C(=O)O)c(=O)oc2c(C)c3oc4c(c3cc12)CCCC4	i	i	i	i	3	-8	i	-7	i	i	i
COC(=O)C(CC(C(=O)OC)C(=O)OC)C(=O)OC	i	i	i	i	-7	-5	i	6	i	i	i
CN(c1ccccc1C(=O)Nc1ccc(S(=O)(=O)N2CCCCC2)cc1)S(C)(=O)=O	i	i	i	i	-7	-5	i	0	i	i	i
CCc1cccc(C)c1N=Cc1c(O)c2ccccc2oc1=O	i	i	i	i	12	-2	i	8	i	i	i
N=c1n(CCO)c2ccccc2n1CCOc1ccc(Cl)cc1Cl	i	i	i	i	-3	-8	i	2	i	i	i
COC(=O)[C@@H]1C[C@@H]2CC[C@@H](O)C[C@@H]2N1Cc1ccc(C(F)(F)F)cc1	i	i	i	i	-2	-4	i	5	i	i	i
O=C(NCC(c1cccnc1)N1CCN(c2ccccc2)CC1)C1CCCCC1 (stereo not drawn)	i	i	i	i	1	-5	i	-1	i	i	i
COC(=O)c1cc(/C=C/c2ccccc2)on1	i	i	i	i	-1	-1	i	2	i	i	i
O=C(N/N=C/c1c[nH]c2ccccc12)c1ccc([N+](=O)[O-])cc1Cl	i	i	i	i	1	-11	i	8	i	i	i
CC1Oc2ccccc2N(CC(=O)NC2CCCC2)C1=O (stereo not drawn)	i	i	i	i	1	-10	i	-5	i	i	i
CN1CCN(c2ccc(Cl)cc2NC(=O)/C=C/c2cccc(F)c2)CC1	i	i	i	i	8	-11	i	0	i	i	i
C=CCOc1ccc(C=Nc2ccc(C)c(Cl)c2)c(O)c1	i	i	i	i	-9	-4	i	-7	i	i	i
COCCCN(CC(=O)O)S(=O)(=O)c1ccccc1	i	i	i	i	14	2	i	-6	i	i	i
COc1ccccc1N1CCN(Cc2cn[nH]c2-c2ccc(F)cc2)CC1	i	i	i	i	0	-4	i	2	i	i	i
CC(=O)C(C)Oc1ccc2c3c(c(=O)oc2c1)CCCCC3 (stereo not drawn)	i	i	i	i	-10	-11	i	-8	i	i	i
CCOC(=O)CSc1nnc(NC(=O)CN2CCCCC2)s1	i	i	i	i	-4	-5	i	-6	i	i	i
O=C(O)CC(c1ccc(Cl)cc1)n1cccc1 (stereo not drawn)	i	i	i	i	0	-9	i	-1	i	i	i
CC12CC3CC(C)(C1)CC(CN)(C3)C2	i	i	i	i	-7	-9	i	-12	i	i	i
NC(=O)c1ccccc1NC(=O)c1cccc(C(=O)Nc2ccccc2C(N)=O)n1	i	i	i	i	-3	0	i	-7	i	i	i
CCOc1ccc(C(CC(=O)O)NC(=O)Cc2ccc(Cl)cc2)cc1 (stereo not drawn)	i	i	i	i	2	-7	i	-7	i	i	i
COc1ccc(OC)c(N(CC(=O)N2CCCC2)S(=O)(=O)c2ccccc2)c1	i	i	i	i	1	-4	i	0	i	i	i
Nc1c(C(=O)Nc2ccc3c(c2)OCCO3)nnn1Cc1cccc(Cl)c1	i	i	i	i	22	-9	i	1	i	i	i
CCOC(=O)c1cc(-c2cccnc2)nn1-c1ccccc1	i	i	i	i	-13	-7	i	-2	i	i	i
CCOc1ccc2oc(C(=O)Nc3ccc4c(c3)OCO4)c(C)c2c1	i	i	i	i	16	-9	i	6	i	i	i
O=C(NCc1ccccc1)C(=O)NCC1OCCN1C(=O)c1cccs1 (stereo not drawn)	i	i	i	i	-5	-12	i	-1	i	i	i
O=C(COC(=O)C1CC(=O)N(Cc2ccco2)C1)c1ccc(OC(=O)c2ccccc2)cc1 (stereo not drawn)	i	i	i	i	3	-5	i	-1	i	i	i
CCOc1ccc(-c2cc(C(=O)NN3CCN(C)CC3)c3cc(Cl)ccc3n2)cc1	nt	i	i	i	21	-8	i	-2	i	i	nt
CCc1cccc(N=c2c([N+](=O)[O-])nn(-c3ccc(Cl)cc3)n2O)c1	i	i	i	i	17	-7	i	2	i	i	i
CC(=O)Oc1ccc(-c2nc3ccccc3c(=O)o2)cc1	i	i	i	i	0	-3	i	?	i	i	i
O=C(CCN1C(=O)c2ccccc2C1=O)N(CCO)Cc1ccccc1	i	i	nt	i	-4	-3	i	nt	i	i	i
CC1SCC(=O)N(CC(=O)NC2CCCCC2)C1=O (stereo not drawn)	i	i	i	i	1	-2	i	nt	i	i	i
CC(/C=C/c1cccc([N+](=O)[O-])c1)=N\NC(=O)c1ccncc1	i	i	i	i	-20	-11	i	1	i	i	i
O=C(CCN1C(=O)COc2ccccc21)NCCCN1CCN(c2ccc(F)cc2)CC1	i	i	i	i	-7	-6	i	-4	i	i	i
COc1ccc(NC(=O)Cn2nnc(C(=O)NCc3cccs3)c2N)cc1Cl	i	i	i	i	?	-10	i	-4	i	i	i
COc1ccc(C(=O)Nc2ccc(OCc3ccccc3)cc2)cc1[N+](=O)[O-]	i	i	i	i	9	-8	i	-1	i	i	i
CN(CC(=O)Nc1ccccc1C(F)(F)F)C(=O)CC1OC(=O)c2ccccc21 (stereo not drawn)	i	i	i	i	4	-13	i	5	i	i	i
CC1CC(C)CN(C(=O)C2CCN(S(=O)(=O)c3c(Cl)cccc3Cl)CC2)C1 (stereo not drawn)	i	i	i	i	5	-9	i	-3	i	i	i
O=C(CCN1C(=O)c2ccccc2S1(=O)=O)Nc1ccc(C(=O)O)cc1	i	i	i	i	0	-3	i	-5	i	i	i
COc1ccc(N2C(=O)S[C@@H]3CS(=O)(=O)C[C@@H]32)cc1	i	i	i	i	-5	-11	i	1	i	i	i
Continued.
SMILES	ANO1 activ	RGS4 inh	TMEM16A inh	KCNK9 inh	SKKanGAS inh	hERG rescue	RGS4 act	HDAC3 inhib	KCNQ1 block	KCNQ1 pot	KCNK3 block
Cc1sc2ncnc(N3CCC(C(=O)NNC(=O)c4ccc(F)cc4)CC3)c2c1C	i	i	i	i	4	-13	i	-1	i	i	i
COC(=O)Nc1nnc(-c2ccccc2Cl)s1	i	i	i	i	-5	-5	i	3	i	i	i
C=CCNc1cnn(-c2ccc(C)cc2)c(=O)c1Sc1ccc(C)cc1	i	i	i	i	4	-17	i	-8	i	i	i
COC(=O)C1=C(C)N(CC2CCCO2)C(=O)C1 (stereo not drawn)	i	i	i	i	-11	-22	i	-2	i	i	i
CN(C)c1nc2c(c(=O)[nH]c(=O)n2C)n1Cc1ccccc1Br	i	i	i	i	3	-12	i	0	i	i	i
CN(C1CCCCC1)S(=O)(=O)c1ccc(NC(=S)NC(=O)c2cccs2)cc1	i	i	i	i	5	-11	i	2	i	i	i
